Eya2 inh – blocks the phosphatase activity of human Eya2 | recombinant Eya2, OMFP fluorescence dephosphorylation (OMFP is methylfluorescein phosphate) | 330,000 compounds, 0.006% hits | Potency, µM (top dose mostly 76.9 µM), inactives show at the top dose activity, negative = inhibition, hits mostly inhibitors | O00167; also: potency is read from the fitted curve at half-maximal effect; % is scaled to controls: 0 for no effect and ±100 for the full control effect
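Eya2 protein (added as 0.2 uM solution) was preincubated with compound for 10 min at ambient temperature in 50 mM HEPES pH 7.5, 50 mM NaCl, 5 uM MgCl2, 0.05% BSA, 1 mM DTT. OMFP (added at 50 uM) then reacted 10 min; fluorescence read at 485/525 nm.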
AT treatment – potential ataxia-telangiectasia treatments restoring KAP-1 phosphorylation | […] A-T fibroblasts, KAP-1 phosphorylation AlphaLISA; neocarzinostatin DNA damage 30 min before lysis | Potency, µM (top dose mostly 57.5 µM), for the others: at the highest dose activation, actives largely listed as activators | 320,000 compounds, 0.19% hits | AID 485349; also: potency is read from the fitted curve at half-maximal effect; % of control where 0% means no effect; nearly all actives have a fitted effect of over 45% in size
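hTERT-immortalized A-T patient fibroblasts ([…]), 500 cells/well in OPTI-MEM, 1% FBS, got compounds for 60 min, then NCS for 30 min at 37C. Lysates were then assayed for phospho-KAP-1 by AlphaLISA (anti-pKAP1 donor, anti-KAP1 acceptor beads), 6 hr at 25C.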
TSHR antagonist – human thyrotropin receptor antagonism; P16473; 330,000 compounds, 0.2% hits; TSHR-expressing cells, TSH-stimulated cAMP HTRF, 2 h; stronger effect = lower value; activity change, negative = inhibition, % at 11.5 µM; AID 504810;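 active = activity change below a set negative limit, meaning inhibition stronger than a set level, cut at about -70% in these data; inconclusive = activity change between two set negative limits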; also: % is scaled to controls: 0 for no effect and ±100 for the full control effect
Target sequence (P16473 whole entry, looked up): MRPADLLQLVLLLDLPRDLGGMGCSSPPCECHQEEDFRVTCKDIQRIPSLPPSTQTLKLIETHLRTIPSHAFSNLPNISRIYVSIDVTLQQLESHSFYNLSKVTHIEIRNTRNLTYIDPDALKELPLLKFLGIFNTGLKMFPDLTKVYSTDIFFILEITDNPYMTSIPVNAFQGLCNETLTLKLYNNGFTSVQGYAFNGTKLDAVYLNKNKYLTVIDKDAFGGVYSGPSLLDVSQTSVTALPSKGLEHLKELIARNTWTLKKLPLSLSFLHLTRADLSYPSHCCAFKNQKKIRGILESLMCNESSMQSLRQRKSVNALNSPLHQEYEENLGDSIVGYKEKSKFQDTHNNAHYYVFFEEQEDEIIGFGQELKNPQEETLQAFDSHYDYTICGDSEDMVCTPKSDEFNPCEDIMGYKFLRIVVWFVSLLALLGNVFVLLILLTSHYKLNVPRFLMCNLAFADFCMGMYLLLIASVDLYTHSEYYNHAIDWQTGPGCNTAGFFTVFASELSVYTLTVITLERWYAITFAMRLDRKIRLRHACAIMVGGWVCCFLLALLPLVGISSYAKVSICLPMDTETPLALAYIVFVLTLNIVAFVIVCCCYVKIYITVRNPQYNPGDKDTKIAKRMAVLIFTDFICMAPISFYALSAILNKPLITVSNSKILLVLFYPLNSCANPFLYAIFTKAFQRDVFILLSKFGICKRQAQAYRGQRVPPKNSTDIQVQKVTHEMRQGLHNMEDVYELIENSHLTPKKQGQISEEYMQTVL
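Inhibition of cAMP made by TSHR-expressing cells under TSH stimulation (4nM final, EC80; 2 h, 37 deg C) is quantified with a one-step lysis HTRF kit, anti-cAMP cryptate versus cAMP-d2.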
ELG1 DNA repair – blocks ELG1-dependent DNA repair in HEK293T cells | 330,000 compounds, 2.3% hits | HEK293T ELG1-luciferase reporter, luminescence, 16 h; DNA damage induced by 5-fluorouridine | Potency, µM (top dose mostly 46.1 µM), for inactives: at the top dose activity change, negative = inhibition, hits mostly inhibitors; also: potency is read from the fitted curve at half-maximal effect; % is scaled to controls: 0 for no effect and ±100 for the full control effect; nearly all actives have a fitted effect of over 55% in size
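5-Fluorouridine DNA damage + compound/DMSO, 2,000 cells/well, 16 h, 37 °C/5% CO2. ONE-Glo, 30 min RT, luminescence. Readout = decrease in reporter signal.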
a7 integrin act – integrin-mediated muscular dystrophy alleviation activation. alpha7betagal myoblasts, beta-gal FDG fluorescence, 48 h. Potency, µM (highest dose often 38.3 µM), inactives show at the highest dose activation, hits mostly activators. 350,000 compounds, 0.064% hits. AID 624291;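 also: potency is read from the fitted curve at half-maximal effect; 100% = response of the positive control SU9516; nearly all actives have a fitted effect of over 60% in size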
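Alpha7betagal+/- myoblasts (passage 13) were plated 16-24 hr, then exposed to compounds (1:260 dilution of DMSO stock) for 48 hours at 37C. After MPER lysis, β-galactosidase reporter activity was read as FDG fluorescence (ex 480/em 540) after 30 minutes.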
TSG101-PTAP inh – blocks PTAP/TSG101 interaction to inhibit HIV-1 budding. Q99816. Fluorescence polarization, FITC-PTAP peptide / Tsg101 binding. Potency, µM (top dose mostly 115 µM), for the others: at the highest dose activity change, negative = inhibition, usual class: inhibitors. 340,000 tested, under 10 active; active = well fitted inhibition curve with a large enough effect in the main read-out, with a control signal flat, not every such curve was filed as active; inconclusive = small, poorly fitted or top-dose-only effect, or effect the other way, or a change in a side signal; inactive = no such curve, though single readings can be large or run the other way; also: potency is read from the fitted curve at half-maximal effect; % of control where 0% means no effect
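FP read-out: FITC-PTAP peptide, 50 nM final, binding Tsg101 binding domain, 10 uM final; 20 min, r.t.; 10 mM HEPES pH 7.5, 0.15 M NaCl, 0.01% Tween 20, 3 mM EDTA, 0.1 mM TCEP.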
S-ASM inh – human S-ASM enzyme inhibition; placental ASM, HMU-PC fluorogenic substrate, 60 min; Potency, µM (doses to about 57.5 µM), for inactives: at the top dose activity change, negative = inhibition, actives largely listed as inhibitors; 340,000 compounds, 0.006% hits; also: potency is read from the fitted curve at half-maximal effect
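HMU-PC0 cleavage (9 uM final) by human placental ASM, 60 min at 37 °C following 10 min compound exposure at RT; stopped at pH 10, fluorescence Ex 386/Em 447 nm.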
Mito fusion yeast – blocks mitochondrial division or promotes mitochondrial fusion. S. cerevisiae fusion-defective mutant growth rescue, CellTiterGlo 48 h. Potency, µM (doses to about 46.1 µM), without a hit: at the top dose growth rescue (activation), actives largely listed as activators. 320,000 compounds, 0.23% hits. AID 485298;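 also: potency is read from the fitted curve at half-maximal effect; % of control where 0% means no effect; nearly all actives have a fitted effect of over 45% in size; temperature-sensitive fusion mutants such as fzo1-1 at 37 °C on non-fermentable ethanol glycerol medium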
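Yeast fusion mutant, YPEG (non-fermentable carbon), compound, 48 h at 37C non-permissive; CellTiterGlo added, 10 min RT, luminescence read. Rescued growth = division inhibition.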
BCR signal inh – blocks chronic active B-cell receptor signaling | ABC-DLBCL IkBa-CBG/CBR reporter, luminescence ratio, 4 h | Potency, µM (highest dose often 46.1 µM), without a hit: top-dose ratio change, negative = lower green/red ratio, actives largely listed as inhibitors | 340,000 compounds, 0.05% hits | AID 493014; active = well fitted inhibition curve with a large enough effect in the signal ratio, with a control signal flat, not every such curve was filed as active; inconclusive = small, poorly fitted or top-dose-only effect, or effect the other way, or a change in a side signal; the % refers to the signal ratio;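 also: potency is read from the fitted curve at half-maximal effect; plate controls were basal doxycycline-induced cells for no effect and cells given 10 µM MG132 for full effect; MG132 reads +100%, hits lower the ratio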
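Doxycycline induced both beetle luciferases in TMD8 lymphoma cells; IKK-driven degradation limits the IkappaBalpha-fused green signal, while red luminescence normalises for cell number and nonspecific effects. Compounds tested up to 46 uM, 4 hrs.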
TCR activator – T cell receptor activation; AID 504894; primary human leukocytes, anti-CD3, IL-2 HTRF, 48 h; 330,000 tested, under 10 active; Potency, µM (doses to about 9.22 µM), for the others: at the top dose activation of IL-2 secretion, usual class: activators; also: % of control where 0% means no effect
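Readout: HTRF IL-2, Eu-cryptate/d2 antibody pair, 320nm excitation, 665nm emission. Stimulus: a-CD3 beads, no co-stimulation. Cells: primary human leukocytes. Exposure: 48 hr with compound.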
Tb PFK block – inhibitors of T. brucei phosphofructokinase. Potency, µM (top dose mostly 57.5 µM), for the others: at the top dose activity, negative = inhibition, hits mostly inhibitors. AID 485367. 330,000 compounds, 0.17% hits. O15648. T. brucei PFK, ADP-Glo luminescence;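 also: potency is read from the fitted curve at half-maximal effect; 0% = uninhibited 1x PFK enzyme wells and -100% = no-enzyme wells; nearly all actives have a fitted effect of over 60% in size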
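PFK 1.25 nM, F6P 0.5 mM, ATP 0.1 mM, 0.1 M TEA pH 8.0, 5 mM MgCl2, 0.01% Tween20, 0.1% BSA; 45 min RT. ADP-Glo readout. qHTS titration up to 57 uM; curves fitted, compounds curve-classed.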
An asterisk follows results filed as active; ? = inconclusive; . = not tested or not shown; [ ] = another dose, or the depositor's remark. Unless noted, calls follow the shape of the dose curve; as a rule, active = well fitted curve in the direction sought with a large enough effect; inconclusive = small, poorly fitted or top-dose-only effect, or another doubt; inactive = no such curve, though single readings can be large; an effect the other way counts as inactive or inconclusive. The order is random, and some 3.2% of all compounds hit somewhere here.

SMILES	Eya2 inh	AT treatment	TSHR antagonist	ELG1 DNA repair	a7 integrin act	TSG101-PTAP inh	S-ASM inh	Mito fusion yeast	BCR signal inh	TCR activator	Tb PFK block
O=C(Nc1c(Cl)cccc1Cl)C1CCN(C(=O)c2cccs2)CC1	4%	-2%	-1	-1%	-28%	-2%	2%	5%	-12%	8%	0%
COc1ccc(S(=O)(=O)N2CCC(C(=O)N3CCCCC3)CC2)cc1OC	-9%	-5%	13	0%	-3%	1%	-2%	2%	5%	6%	2%
COc1ccccc1CNC(=O)C(=O)NCC(c1ccco1)N1CCOCC1 (stereo not drawn)	-1%	3%	4	9%	-17%	-4%	-2%	7%	?	7%	-4%
CC(=O)/C(=N/Nc1ccc(Br)cc1)N1CCCc2ccccc21	-4%	1%	-11	?	-19%	-5%	-18%	-3%	?	1%	2%
O=C(Nc1cc([N+](=O)[O-])ccc1N1CCOCC1)c1ccco1	8%	4%	-3	-10%	17%	3%	0%	-1%	?	-1%	0%
Cc1c(Br)c([N+](=O)[O-])nn1CC(=O)NCCc1c[nH]c2ccccc12	3%	5%	9	-3%	18%	-3%	-1%	2%	-19%	.	-13%
COc1ccc(NCC(=O)Nc2ccc(Br)cc2F)c(OC)c1	-26%	-1%	-8	-15%	2%	-8%	4%	-7%	?	-1%	-11%
c1ccc(CSc2ncn[nH]2)nc1	3%	10%	-9	7%	1%	-1%	8%	-1%	8%	1%	1%
Cc1ccc(N=Nc2ccc(N)cc2C)c(S(N)(=O)=O)c1	12%	-60%[inhibitor]	12	?	-18%	-5%	-5%	-4%	?	-7%	2%
COc1ccc(-c2sc3cc4c(cc3c2C#CC2(N)CCCCC2)OCO4)cc1	2%	4%	-10	5%	-40%	.	-29%	-37%[inhibitor]	?	1%	5%
CCN(CC)c1nc(C(F)(F)F)nc2c1nnn2Cc1ccccc1	-6%	5%	-18	22%	-12%	-4%	-10%	-7%	13%	.	0%
CCNC(=O)CSc1nnc(-c2cccs2)o1	0%	-3%	-3	-1%	1%	1%	-1%	-2%	8%	-4%	2%
COc1cccc(/C=C/C(=O)OCC(=O)c2ccc(S(=O)(=O)N3CCCCC3)cc2)c1OC	-4%	-4%	-16	?	6%	-2%	-1%	9%	-2%	7%	3%
Cc1nnc(SC(C)C(=O)Nc2ccc(Cl)cn2)n1Cc1ccccc1 (stereo not drawn)	-2%	6%	-3	-19%	7%	-5%	-1%	2%	2%	-4%	0%
COc1cccc2c1OC1(C)CC2/C(=C(\C)O)C(=O)N1 (stereo not drawn)	14%	-6%	9	6%	-20%	.	-2%	0%	?	.	0%
CCCCNc1c(-c2cccc(SC(C)CC)c2)nc2ccc(Cl)cn12 (stereo not drawn)	14%	8%	9	-25%	10%	-4%	57%	.	3%	5%	4%
CCCC[C@@H]1CNC(=S)N1CC1CCCCC1	?	13%	-5	-3%	-21%	-6%	-3%	-16%	-1%	1%	0%
COc1ccc(N/C(N)=N/c2nc(CSc3ccc(C)cc3)cc(=O)[nH]2)cc1	-1%	0%	4	-1%	7%	-1%	-7%	-3%	0%	-6%	-3%
COc1ccc(S(=O)(=O)Nc2c3ccccc3nc(=O)n2-c2ccccc2)cc1	17%	-1%	4	-4%	8%	-2%	360%[activator]	1%	?	-13%	-1%
CCCCC(=O)NCc1ccccc1Cl	-7%	12%	-21	23%	-20%	2%	5%	7%	-7%	0%	-3%
O=C(NCCc1ccccc1)c1ncn[nH]1	5%	5%	5	23%	-15%	-2%	1%	2%	12%	3%	0%
Cc1cc(C)c2nc(N3CCC(C(=O)NCCCN4CCCCC4)CC3)sc2c1	2%	1%	4	18%	-65%[inhibitor]	-4%	-4%	-3%	?	.	-1%
CC(=O)c1sc(NC(=O)CCCOc2ccc(Cl)cc2)nc1C	-22%	2%	-7	-17%	14%	-1%	-5%	1%	?	-1%	-1%
COc1ccc(S(=O)(=O)N2CCN(C3CC4CCC3C4)CC2)cc1 (stereo not drawn)	-2%	-5%	-7	0%	-5%	-1%	1%	-7%	?	3%	2%
Cc1c(N(C)C)nc2ccccc2c1N	1%	-9%	2	-2%	-1%	-4%	6%	7%	13%	1%	0%
NC1=NC[C@@H](Cc2ccc(O)cc2)N1CCc1cc(C(F)(F)F)cc(C(F)(F)F)c1	6%	16%	9	5%	11%	.	-15%	7%	?	-6%	-5%
CC(C)OC(=O)c1cccc(NC(=O)c2ccccc2)c1	-5%	-7%	4	?	14%	-3%	-3%	18%	?	-3%[46.1 µM]	5%
COc1ccc(CN2CCC(=O)N(CCO)CC2)cc1OC	-1%	12%	9	9%	-9%	-3%	4%	-1%	2%	5%	2%
C/C(=N\Nc1nc2ccccc2s1)c1ccc(Br)s1	-3%	17%	-5	-16%	-59%[inhibitor]	-1%	-7%	-27%	?	-2%	-1%
COCCNC(=S)Nc1ccc(N2CCCCC2)cc1	-9%	-6%	-1	?	10%	-9%	2%	-11%	?	-2%	0%
CC(=O)c1sc(N/N=C\c2ccccc2O)nc1C	-7%	-1%	-6	?	?	3%	-1%	11%	?	-3%	-1%
CCCCC(=O)Nc1c(C)cc(C)cc1Cl	-6%	-4%	6	11%	12%	-13%	4%	-1%	?	2%	5%
COc1cccc(N2C(=O)C(CC(=O)Nc3ccccc3)N(C3CCCCC3)C2=O)c1 (stereo not drawn)	-12%	-5%	31	18%	-10%	-3%	2%	6%	2%	1%	3%
CSc1nnc(-c2cccn(Cc3ccccc3)c2=O)o1	3%	5%	10	5%	5%	3%	449%[activator]	16%	-2%	-1%	6%
COc1ccc(NS(=O)(=O)c2ccc3c(c2)CCN3C(=O)CCC(=O)O)cc1OC	8%	20%	23	0%	19%	-1%	0%	-4%	6%	-6%	16%
C=C(C)Cn1c(CN(C)Cc2ccccc2)nc2c1c(=O)n(C)c(=O)n2C	-1%	7%	-14	?	-40%[inhibitor]	-4%	4%	2%	0%	-5%	-6%
COc1ccc(/C=N/n2nnnc2N)cc1OC	4%	0%	-1	?	-9%	-1%	2%	1%	-8%	3%	-6%
COc1ccccc1C(=O)Nn1c(C)nc2ccccc2c1=O	2%	-12%	11	-1%	-1%	2%	6%	-8%	0%	2%	-2%
CC(Oc1ccc(F)cc1)C(=O)Nc1ccc2ccccc2c1 (stereo not drawn)	-2%	.	-2	?	23%	-10%	-2%	1%	?	12%	-4%
O=C(NCC(=O)N1CCN(c2ccccc2O)CC1)c1ccc2c(c1)OCO2	-5%	3%	-8	-11%	0%	-1%	4%	4%	0%	3%	-3%
CCCCn1nnnc1NCc1ccc(OC)c(OC)c1OC	15%	0%	5	?	9%	-2%	2%	-2%	-3%	2%	0%
CC(Cn1cncn1)C(=O)N1CCN(S(=O)(=O)c2ccc(Cl)cc2)CC1 (stereo not drawn)	-2%	-6%	5	1%	13%	-2%	0%	-5%	?	2%	3%
COCCn1c(C)cc(C2=NNC(=Nc3ccc(Cl)cc3Cl)SC2)c1C	12%	-2%	-7	0%	0%[7.66 µM]	-3%	-2%	1%	-8%	.	0%
CCc1cc2c(=O)c(-c3cnn(-c4ccccc4)c3)coc2c(CN2CCOCC2)c1O	12%	-2%	7	?	0%	0%	3%	0%	?	-5%	0%
CCOC(=O)[C@H]1[C@H]2COc3cc(OC)ccc3[C@@H]2N2C(=O)c3ccc(F)cc3NC(=O)[C@@]12C	-4%	-4%	8	?	1%	-4%	4%	3%	?	-1%	0%
O=S(=O)(NCc1ccccn1)c1ccc(Cl)c(C(F)(F)F)c1	-9%	8%	-27	10%	7%	1%	4%	21%	?	10%	5%
COc1ccc(C2=Nn3c(nnc3-c3cc(C)[nH]n3)SC2)cc1	5%	-22%	-9	?	3%	-2%	-2%	-13%	?	7%	1%
Cn1c(=O)[nH]c2cc(Cl)cnc21	-10%	7%	-2	-10%	22%	-22%	4%	0%	1%	-18%	0%

Screening data as filed in PubChem BioAssay.
